TLR9-MyD88 block = inhibitors of human TLR9-MyD88 binding; inhibition, % at 4.98 µM; Q9NR96+Q99836; CHO BLA complementation TLR9-MyD88, CCF4 FRET ratio; 340,000 tested, 0.21% active;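 active = inhibition above the mean over all tested compounds plus 3 SD, cut at about 21% in these data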;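 note: 0% = DMSO only wells and 100% = clavulanate BLA inhibitor control wells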
N-glyco inh = N-linked glycosylation inhibition; D54 ERlucT glycosylation luciferase reporter, 24 h; percent of 100 nM tunicamycin response; reporter increase, % at 12.5 µM; 360,000 tested, 0.23% active; AID 588692;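 active = mean luciferase reporter signal, scaled so untreated is 0 and the glycosylation-blocking control 100, at or above a set limit in every replicate; inconclusive = mean reaches the limit but not every replicate does; inactive = mean below the limit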;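 note: luciferase carries N-glycosylation sites so blocking glycosylation raises the light; 0% = median of neutral control wells and 100% = median of 100 nM tunicamycin wells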
MC4R ag barr = agonists of human melanocortin 4 receptor (MC4R) beta-arrestin; U2OS MC4R beta-arrestin complementation, luminescence; percent of melanotan II response, DMSO zero; P32245; activation, % at 8.9 µM; AID 540308; 360,000 tested, 0.98% active;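 active = activation above a per-plate cutoff, the mean activation of sample wells on that plate plus 3 SD, cut at about 8% in these data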
MC4R antagonist = antagonists of human melanocortin 4 receptor (MC4R) | P32245 | MC4R-expressing cells, MTII-stimulated cAMP, LANCE TR-FRET | inhibition, % at 6.5 µM | 360,000 tested, 0.48% active;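 active = inhibition above its plate's cutoff, the mean of tested wells on that plate plus 3 SD, cut at about 29% in these data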;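 note: 0% = Melanotan II alone and 100% = Melanotan II plus saturating MCL0020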
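System: U2OS-MC4R stable cell line; Technique: Eu-cAMP/anti-cAMP TR-FRET, emission 671 nm; Repeats: single well per compound; Also added: Melanotan II; Dosing: one concentration, 6.5 µM nominal; Schedule: 30-min compound, 1-h challenge, 1-h detection, room temperature.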
Exocytosis inh = lytic granule exocytosis inhibition | inhibition, % at 10 µM | TALL-104 LAMP-1 surface exposure, flow cytometry; cells stimulated with thapsigargin and PMA | 360,000 tested, 0.66% active;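 active = inhibition above about 55%, limit read from the data; inconclusive = no clear call, values can overlap the other calls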
ABHD5-PLIN5 inh = ABHD5-PLIN5 protein interaction inhibition; Q00G26+Q8WTS1; Split G. princeps luciferase complementation, luminescence, 4 h; inhibition, % at 4 µM; 360,000 tested, 0.78% active;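 active = inhibition above the mean inhibition across every tested compound plus 3 SD, cut at about 22% in these data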;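 note: 0% = DMSO only wells and the 100% control is not disclosed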
Target sequence (Q00G26 whole entry, looked up): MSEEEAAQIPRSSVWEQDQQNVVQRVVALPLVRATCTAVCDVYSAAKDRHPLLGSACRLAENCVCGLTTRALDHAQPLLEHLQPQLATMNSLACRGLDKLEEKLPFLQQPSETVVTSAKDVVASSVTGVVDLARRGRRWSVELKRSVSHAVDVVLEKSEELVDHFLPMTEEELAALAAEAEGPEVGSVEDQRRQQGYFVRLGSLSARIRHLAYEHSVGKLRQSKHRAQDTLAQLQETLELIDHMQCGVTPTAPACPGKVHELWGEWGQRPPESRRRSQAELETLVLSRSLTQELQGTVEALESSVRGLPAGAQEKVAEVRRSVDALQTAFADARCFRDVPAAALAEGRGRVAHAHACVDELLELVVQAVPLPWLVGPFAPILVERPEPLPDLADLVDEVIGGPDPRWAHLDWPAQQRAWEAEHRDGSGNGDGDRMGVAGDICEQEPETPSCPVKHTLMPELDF
Target sequence (Q8WTS1 whole entry, looked up): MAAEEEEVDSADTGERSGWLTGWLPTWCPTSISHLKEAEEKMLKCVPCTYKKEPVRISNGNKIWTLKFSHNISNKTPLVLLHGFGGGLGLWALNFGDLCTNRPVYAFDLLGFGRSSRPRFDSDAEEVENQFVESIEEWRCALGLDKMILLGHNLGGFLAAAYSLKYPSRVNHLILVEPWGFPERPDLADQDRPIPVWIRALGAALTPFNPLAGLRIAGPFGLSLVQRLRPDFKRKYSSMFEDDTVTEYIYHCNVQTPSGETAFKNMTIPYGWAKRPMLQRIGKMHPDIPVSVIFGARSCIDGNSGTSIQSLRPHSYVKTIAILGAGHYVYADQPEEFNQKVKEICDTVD
ABCB6 inh 2 = inhibitors of human ABC transporter ABCB6; Q9NP58; K562-ABCB6 porphyrin accumulation, flow cytometry, 1 h; stronger effect = lower value; fluorescence ratio to DMSO, % at 10 µM; 360,000 tested, 0.19% active; AID 602162;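 active = fluorescence ratio to DMSO below 75%, the collection mean minus 3 SD; inconclusive = too few cells collected in the well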;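 note: signal is porphyrin accumulated inside mitochondria; 100% equals median channel fluorescence of DMSO control wells; lower ratio means ABCB6 inhibition with less porphyrin fluorescence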
NOD2 RIPK2 PPI = blocks binding of human NOD2 to RIPK2. inhibition, % at 4.98 µM. 360,000 tested, 0.38% active. CHO BLA complementation NOD2-RIPK2, CCF4 ratio. AID 624267. O43353; in the data active = inhibition above about 21%;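 note: 0% = vehicle only and 100% = reference blocker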
aDG glyco up = alpha-DG glycosylation activation | activation, % at 10 µM | Pro5-aDG cells, alpha-DG glycosylation AlphaScreen (IIH6); 0% Pro5, 100% B10-LARGE cell signal | 360,000 tested, 0.22% active | AID 624168;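 active = activation of at least 8% versus controls, or a plate z-score of at least 8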;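 note: Pro5 are CHO cells carrying HIG-tagged alpha-DG that lacks glycosylation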
Vif inh = inhibitors of HIV Vif; HEK293T cells, Vif self-association by quenched fluorescence, imaging, 24 h; inhibition, % at 7.49 µM; 340,000 tested, 0.35% active; AID 602346; in the data active = inhibition above about 50%, passing the limit was not always enough; inconclusive = no clear call, values can overlap the other calls; inactive = below about 31%; note: some results filed as inactive read as strong as hits
The depositor's hits bear a star; ? = inconclusive; · = no result given.

TLR9-MyD88 block	N-glyco inh	MC4R ag barr	MC4R antagonist	Exocytosis inh	ABHD5-PLIN5 inh	ABCB6 inh 2	NOD2 RIPK2 PPI	aDG glyco up	Vif inh	mol
0	1	2.6	-7	0	2	93	-4	2.3	4	Cc1c(Br)c([N+](=O)[O-])nn1CC(=O)N1CCN(Cc2ccccc2)CC1
2	0	0.3	0	5	-3	99	-12	0.0	3	CC(=O)/C(C(=N)N1CCN(c2cccc(Cl)c2)CC1)=C(\C)O
·	5	0.9	-3	2	-3	99	-1	-0.1	-6	Nc1ccccc1N1C(=O)c2cccc3cccc(c23)C1=O
10	0	4.5	-4	2	3	101	4	-0.3	-6	CCn1c(C)nc2cc(C(=O)OC)ccc21
-5	10	3.4	7	1	0	112	8	0.1	6	Cn1c(=O)[nH]c(=O)c2c1nc(NCCc1ccccc1)n2CC(O)COc1ccccc1 (stereo unspecified)
-8	-1	-2.2	-6	-2	4	94	-5	-0.1	?	NS(=O)(=O)c1ccc(S(=O)(=O)NCCc2ccccc2)cc1
·	·	·	·	10	-14	·	1	-0.1	·	COC(=O)C1=CN(c2cccc(OCc3ccccc3)c2)C(N)=C(C#N)C1c1ccccc1 (stereo unspecified)
5	-2	-0.1	8	-3	9	94	2	0.6	-3	O=C(COc1ccc(Cl)cc1)NCc1nnc2c3ccccc3c(-c3ccccc3)nn12
-5	0	-0.6	-2	4	0	90	-1	0.0	-2	COC(CNC(=O)C1CC(=O)N(CCc2ccc(C)cc2)C1)OC (stereo unspecified)
-2	3	-0.8	1	-14	-3	100	-8	0.0	5	COc1ccc(OC)c(NC(=O)c2cccnc2)c1
-2	-2	1.1	1	7	5	90	-3	-0.2	7	CCCn1c(CN2CCN(C(=O)c3ccco3)CC2)nc2cc(S(=O)(=O)N(C)C)ccc21
-3	-5	-0.7	2	1	-4	102	-5	0.3	-40	Cc1ccc(-c2cc(N)n(Cc3ccc(Cl)cc3)n2)cc1
2	-3	-0.2	14	-2	-1	89	-3	0.4	1	CC(=O)N1c2ccccc2C(C)CC12CCCCC2 (stereo unspecified)
-2	2	-2.3	-6	6	3	97	0	-0.3	10	O=C(CN1C(=O)NC2(CCCCC2)C1=O)Nc1ccc(N2CCCCC2)cc1
5	0	-0.7	5	-1	1	101	-4	0.1	4	CC1CCCCC1NC(=O)C1CCN(S(=O)(=O)c2ccc(-n3cnnn3)cc2)CC1 (stereo unspecified)
-1	1	-0.7	9	-1	0	96	-10	4.1	3	COc1ccc(CNC(=O)c2cnc(C)cn2)c(OC)c1
11	1	-1.8	-2	-2	-10	95	2	-0.1	3	Cc1ccc(NC(=O)C2SC(=Nc3ccccc3)C(C(=O)Nc3ccc(Cl)cc3)=C2N)cc1 (stereo unspecified)
9	-4	0.0	17	0	4	90	6	-0.1	·	CC1(C)c2[nH]c3ccccc3c2C[C@@H]2C(=O)N(Cc3ccccc3)C(=O)N21
-9	1	0.3	4	0	-7	103	-6	-0.2	-6	CC(C)(C)C(=O)C1=C(O)C(=O)N(Cc2ccccc2)C1c1ccccc1F (stereo unspecified)
2	-1	0.1	5	-2	-1	95	3	-0.1	-3	O=C(c1ccc2c(c1)OCO2)N1CCN(c2ccc(Cl)cc2)CC1
-3	1	0.6	12	0	7	98	-9	0.1	-5	CCOC(=O)c1sc(NS(=O)(=O)c2ccccc2)nc1C
-1	-2	-1.1	10	-4	2	98	-13	-0.1	-2	O=C1CCC[C@@H]2C[C@@]3(C[C@@H]4CCN1[C@H]24)Nc1cc(Cl)c(Cl)cc1NC3=NCc1ccccc1
-14	4	-2.1	19	-8	7	95	-6	-0.1	6	NC(=O)C1CCN(CC(O)COCc2ccccc2Cl)CC1 (stereo unspecified)
-5	1	-2.5	22	0	1	100	-7	0.0	-4	O=C(Nc1ccccc1C(=O)NCCCN1CCOCC1)c1ccc(F)cc1
-2	2	-1.1	4	-5	2	93	-15	-0.3	15	CC1(C)N(O)CC(c2cccs2)=[N+]1[O-]
-5	-1	-3.7	-1	-2	-1	97	1	0.1	-3	CSC1=NC2(CCCCC2)CC12C=CC(=O)C=C2
-5	-6	0.5	-10	-7	5	100	-1	-0.1	1	Cc1ccc(C(=O)NCCc2ccc(F)cc2)s1
6	-4	4.9	24	4	4	107	10	0.4	-4	O=C(NC1CCCCCC1)C1CCC(CNS(=O)(=O)c2ccc(Br)s2)CC1 (stereo unspecified)
9	1	0.3	4	-2	3	99	5	0.0	3	Cc1ccc(C)n1CCN1CCN(S(=O)(=O)c2ccc(F)cc2F)CC1
2	4	-1.8	-3	-3	5	97	-9	-0.2	-5	CCCCn1c(SCC(N)=O)nc2c(sc3ccccc32)c1=O
3	-4	-1.7	-1	-25	2	101	-2	1.2	-2	Cc1cc2c(NC3CCCCC3)ncnc2s1
0	1	-0.5	8	2	-3	96	9	0.1	0	Cc1nn(-c2ccccc2)c(C)c1C(=O)NCc1cccs1
-4	1	0.7	17	3	-8	100	-17	0.1	0	O=C1CCC(=O)N(O)CCCCCNC(=O)CCC(=O)N(O)CCCCNC(=O)CCC(=O)N(O)CCCCCN1
-1	2	1.5	1	-5	-2	103	-8	0.3	-3	CC1CCCC(NC(=O)CCNC(=O)c2ccc(Cl)cc2)C1C (stereo unspecified)
2	2	2.8	7	-1	3	97	-1	0.1	-3	CCOc1ncccc1C(=O)OCC(=O)Nc1ccc(C(N)=O)cc1
-7	0	-1.4	5	7	-4	96	-3	0.1	-2	COc1ccc(CNC(=O)[C@@H]2CC=C[C@@H]3CCN(C4CC4)C(=O)[C@@H]32)cc1
0	1	-0.9	-4	0	2	101	-11	-0.1	9	CCCNC(=O)CCc1c(C)nc2nc(-c3cc(OC)cc(OC)c3)nn2c1C
-2	0	-4.0	12	1	-4	93	-9	-0.2	4	COc1ccccc1OCc1ccc(C(=O)NCC2CCCO2)cc1 (stereo unspecified)
-5	6	0.3	-4	-2	3	102	-1	0.0	17	CC(=O)Nc1ccc(S(=O)(=O)Nc2ccc3c(c2)n(C)c(=O)n3C)c(C)c1
·	-1	-1.8	3	-2	-5	105	-1	0.2	8	COC(=O)/C(=C\C(=O)c1ccc([N+](=O)[O-])cc1)Nc1ccc(OC)cc1
-3	4	0.5	11	7	-2	99	4	0.0	·	Nc1c(C=C2C=CC(=O)C=C2)c(=O)nc2snc(SCc3ccccc3)n12
·	-5	-2.6	4	4	5	95	-4	0.0	·	Cc1c(C(=O)NCCSCc2c(F)cccc2Cl)cnn1-c1ccc(Cl)cc1
-10	-3	0.0	4	11	3	94	0	0.0	2	COc1ccc(CN(Cc2cccn2C)S(=O)(=O)c2ccc(C)cc2)cc1
-1	2	-1.7	-4	6	-9	112	3	-0.2	1	Cc1ccc(S(=O)(=O)Nc2nc(C)c(NC(=O)OCCCl)s2)cc1
-8	0	-1.7	2	1	7	90	-12	-0.1	-4	COc1ccc(NC(=O)COc2cccc3c2CCNC3=O)cc1

Next section; it opens with the 2 that closed the last part.
TLR9-MyD88 block	N-glyco inh	MC4R ag barr	MC4R antagonist	Exocytosis inh	ABHD5-PLIN5 inh	ABCB6 inh 2	NOD2 RIPK2 PPI	aDG glyco up	Vif inh	mol
-1	2	-1.7	-4	6	-9	112	3	-0.2	1	Cc1ccc(S(=O)(=O)Nc2nc(C)c(NC(=O)OCCCl)s2)cc1
-8	0	-1.7	2	1	7	90	-12	-0.1	-4	COc1ccc(NC(=O)COc2cccc3c2CCNC3=O)cc1
0	-1	-3.0	20	-6	-7	94	-3	0.3	-3	CCCCc1nc(SCC(=O)N2CCCCC2)c2c(=O)n(C)c(=O)n(C)c2n1
-10	-1	-0.7	17	-4	4	103	0	-0.5	0	Cc1c(C(=O)Nc2ccc(S(N)(=O)=O)cc2)oc2ccc(Cl)cc12
3	2	-1.1	3	2	3	96	-2	0.0	0	O=C(N/C(=C\c1ccc(O)cc1)C(=O)N1CCCCC1)c1ccccc1
-11	34*	-1.1	1	3	-4	93	2	-0.5	-3	COc1ccc(C(=O)CSc2nn3c(=O)c(C(C)(C)C)nnc3s2)cc1
-8	-1	-2.1	13	0	-3	92	-2	-0.1	-10	CCCn1c(N)c(C(=O)CSc2nc3ccccc3n2CCC#N)c(=O)n(C)c1=O
·	-1	-1.3	12	15	5	95	6	0.0	-16	CCOC(=O)C(=O)N(C)c1c(CC)nc2c(OCc3ccc(Cl)cc3)cccn12
-18	1	-2.0	-20	-5	4	95	-3	0.0	-1	CCOC(=O)/C(C#N)=C/C=C1/C=CC=CN1C
-10	1	1.4	-7	-1	-3	101	-3	-0.2	3	COc1ccc(S(=O)(=O)N2CCN(Cc3c[nH]c4ccccc34)CC2)cc1
3	1	1.1	-2	2	11	107	-3	0.0	3	Cc1ccc(N(CC(=O)NC(C)(C)C)C(=O)CCC(=O)Nc2nccs2)cc1C
2	-1	2.8	-4	2	-1	97	6	0.2	-14	CC(CCc1ccccc1)NC(=O)CN1CCc2ccccc2C1 (stereo unspecified)
-2	-12	0.8	6	1	2	99	-3	-0.4	-3	Cc1cccc(NC(=O)[C@H](Cc2c[nH]c3ccccc23)NC(=O)[C@@H]2Cc3ccccc3CN2)c1
2	0	-2.6	5	-6	1	91	10	-0.1	·	C=CCN=C1N[C@@H](c2ccccc2)C(C(=O)OC)=C(C)N1CC
-3	2	-2.6	-2	2	-2	96	-8	0.0	-17	Cc1nc2ccccc2nc1N1CCCC1
1	1	-0.8	5	-1	0	100	0	0.6	2	CC1CN(C(=S)Nc2ccccc2)N(c2ccccc2)C1 (stereo unspecified)
2	-2	-2.1	-7	-4	0	96	-9	0.2	-8	Brc1ccc(-n2cc(-c3ccccc3)c3c(NN4CCOCC4)ncnc32)cc1
3	7	-1.8	-6	1	-17	102	6	0.2	-7	COc1ccc2nc(N/C(N)=N/C(=S)Nc3cccc(C)c3)nc(C)c2c1
-7	-1	-0.9	2	-2	4	98	-5	0.1	·	Cc1cc(=O)oc2cc(Oc3ccc([N+](=O)[O-])cc3C(F)(F)F)ccc12
-9	6	1.0	6	-1	3	90	8	0.6	-3	COc1ccc(NC(=O)N2CCn3c2nc2ccccc23)cc1
-3	-5	4.7	-1	-7	-8	105	0	0.0	13	O=C1CN(c2ccccc2)C(=S)N1C(=O)c1ccc(Br)cc1
-11	0	-0.1	-2	-2	12	100	-12	0.2	·	O=C(CSCc1ccc(Cl)cc1)Nc1cccc(C(=O)Nc2ccccc2C(=O)O)c1
-2	1	0.6	14	4	-6	98	-1	0.0	25	CCOc1cc(CNCc2ccc3c(c2)OCO3)ccc1OC
7	-3	-0.3	13	-2	-12	100	10	0.1	5	O=C(NC(=O)c1c(F)cccc1F)Nc1ccccc1SC(F)F
-2	-3	3.1	3	4	1	92	-5	0.2	-15	O=C(CC(O)(CC(=O)OCc1ccccc1)C(=O)OCc1ccccc1)OCc1ccccc1

Screens: PubChem, several laboratories

Not all compounds are listed; rates above refer to the full screens.
